# Screening data deposited in PubChem by several laboratories.
# OX1R antag-1 = blocks the human orexin 1 receptor; O43613; CHO/OX1R cells, Fluo-8 calcium fluorescence, orexin A; inhibition, % at 5 µM; hit rate 0.43% among 330,000; AID 434989;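 active = inhibition above its plate's threshold, mean inhibition of all tested compounds on the plate plus 3 SD, cut at about 37% in these data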;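 note: 0% = orexin A challenge wells and 100% = SB-334867-A antagonist wells; not every result past the cut was called active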
# Target sequence (O43613 whole entry, looked up): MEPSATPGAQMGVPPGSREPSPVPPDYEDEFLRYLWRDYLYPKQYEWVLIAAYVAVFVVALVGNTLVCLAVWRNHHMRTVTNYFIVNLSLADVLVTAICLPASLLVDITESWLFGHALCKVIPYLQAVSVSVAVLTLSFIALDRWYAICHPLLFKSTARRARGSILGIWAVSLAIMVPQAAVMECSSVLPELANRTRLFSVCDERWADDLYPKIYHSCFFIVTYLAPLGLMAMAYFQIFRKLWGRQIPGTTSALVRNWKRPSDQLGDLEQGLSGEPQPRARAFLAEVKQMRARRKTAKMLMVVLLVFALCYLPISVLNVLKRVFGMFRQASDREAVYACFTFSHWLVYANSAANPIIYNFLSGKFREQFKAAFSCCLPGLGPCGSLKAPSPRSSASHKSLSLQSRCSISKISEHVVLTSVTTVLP
# STK33 kinase inh = inhibitors of human STK33 kinase. hit rate 0.073% among 320,000. Q9BYT3. inhibition, % at 10 µM. AID 2661. purified STK33, MBP phosphorylation, ADP-Glo luminescence;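 active = inhibition at or above 25%, using the most active replicate where run in duplicate; inactive = inhibition below 25%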
# Target sequence (Q9BYT3 whole entry, looked up): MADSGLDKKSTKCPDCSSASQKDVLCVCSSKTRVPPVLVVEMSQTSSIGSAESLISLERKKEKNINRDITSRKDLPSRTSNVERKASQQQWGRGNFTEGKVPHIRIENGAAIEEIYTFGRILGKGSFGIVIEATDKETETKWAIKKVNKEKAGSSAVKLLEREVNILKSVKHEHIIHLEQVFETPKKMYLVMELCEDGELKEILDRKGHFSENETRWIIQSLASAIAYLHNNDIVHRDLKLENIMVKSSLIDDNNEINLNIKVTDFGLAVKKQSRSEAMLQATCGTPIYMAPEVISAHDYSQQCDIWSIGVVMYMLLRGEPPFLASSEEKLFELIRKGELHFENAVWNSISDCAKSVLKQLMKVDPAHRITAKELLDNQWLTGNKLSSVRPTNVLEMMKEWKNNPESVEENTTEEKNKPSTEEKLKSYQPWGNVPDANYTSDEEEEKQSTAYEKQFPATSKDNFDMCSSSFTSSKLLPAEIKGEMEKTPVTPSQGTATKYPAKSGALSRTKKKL
# OX1R antag-2 = antagonists of human orexin 1 receptor (OX1R); O43613; AID 485270; inhibition, % at 6.6 µM; hit rate 1.8% among 330,000; OX1R-expressing cells, FRET antagonist read-out; in the data active = inhibition mostly above about 38%, no sharp cut-off; inactive = mostly below about 40%;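 note: 0% = agonist challenge alone and 100% = reference antagonist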
# * marks the source's active call; other numbers are inactive results; nt = not tested or not shown. Random draw from the library. Share with any hit: about 2.2%.
OX1R antag-1	OX1R antag-2	STK33 kinase inh	SMILES
-12.8	4.1	-1.4	O=C(COC(=O)c1ccc(S(=O)(=O)N2CCOCC2)cc1)Nc1ccccc1OC(F)F
1.7	10.3	0.6	CN1C=CC=C/C1=C1\SC(=S)N(C2CCCCC2)C1=O
8.5	4.4	-0.9	Cc1ccc(NC(=O)C2OCCc3ccccc32)cc1 (configuration not stated)
-22.6	5.9	4.6	O=C1COc2ccc(C(=O)COC(=O)CCSc3ccccc3)cc2N1
-3.7	4.3	0.2	COc1ccccc1C(=O)NC(=S)Nc1ccc2[nH]c(=O)[nH]c2c1
8.1	7.0	-0.2	Cc1ccc(CNC(=O)c2ccccc2CCc2ccccc2)cc1
-7.4	9.3	-0.8	CC1CCC(NC(=O)CN2C(=O)NC(C)(C)C2=O)CC1 (configuration not stated)
-6.9	3.3	-0.1	Cc1cc2[nH]c(=O)c(=O)[nH]c2cc1S(=O)(=O)N1CCN(c2ccccc2F)CC1
-10.6	10.4	0.7	COc1ccc(CNC(=O)CSc2nnnn2-c2ccc(O)cc2)cc1
-34.1	4.6	1.0	CCOC(=O)N1CCC(NC(=O)CS(=O)(=O)Cc2nc(-c3cccc(Cl)c3)oc2C)CC1
-25.1	6.5	-0.5	CCCCN(C(=O)c1cc(Cl)nc2ccccc12)c1c(N)n(CCCC)c(=O)[nH]c1=O
-7.0	4.7	-1.1	COc1cc(C(=O)NNC(=O)c2ccc(F)cc2)ccc1OCC(=O)N1CCOCC1
13.2	49.8*	-0.5	CCOC(=O)c1c(C)[nH]c(C)c1S(=O)(=O)NCc1ccccc1C
-16.0	7.6	0.1	CSc1nc2ccc(NC(=O)c3ccc(Cl)s3)cc2s1
-27.9	2.1	0.6	CN1CCN(C(=O)C2=C[C@@H](c3ccccc3)C[C@@H](OCc3ccc(CO)cc3)O2)CC1
-20.4	11.1	-0.3	Cc1cc(OC(C)C(=O)NCc2ccncc2)c2c(C)cc(=O)oc2c1 (configuration not stated)
-18.0	1.4	-0.3	COc1ccc(CCn2c(-c3ccc(F)cc3)nc3c(c(=O)c4ccccc4n3C)c2=O)cc1OC
-10.6	8.5	-0.7	Cc1cc(OCc2nn[nH]n2)c2c(C)c(CC(=O)O)c(=O)oc2c1
-14.7	-6.2	-0.5	COc1ccccc1C(=O)CC(=O)c1ccccc1
-7.9	11.4	-1.0	Cn1c(SCC(=O)Nc2ccc3c(c2)OCCO3)nnc1-c1ccncc1
-7.2	4.6	-2.3	O=C(NCc1ccc(F)cc1)c1cnn2ccccc12
-14.0	4.3	0.4	CC(=O)Nc1ccc(NCN2C(=O)C3C4CCC(C4)C3C2=O)cc1 (configuration not stated)
-7.2	12.4	-0.4	COc1ccc(OCC(=O)Nc2ccc(S(=O)(=O)N3CCCCC3)cc2)cc1
-41.8	23.0	0.2	O=C(NCC(c1ccco1)N1CCc2ccccc21)c1ccccc1F (configuration not stated)
7.3	10.3	-1.2	C[C@@H]1CCC2[C@](C)(CO)[C@@H](O)CC[C@]2(C)[C@@]12CCC(CO)(CCO)O2 (some centres not stated)
-5.6	9.2	-2.2	COc1ccc(CNC(=O)Cn2cc3c(n2)CCCCC3)cc1
-10.8	-2.2	-1.1	Cc1cc(Oc2ccc(-c3nnc(-c4ccccc4)o3)cc2[N+](=O)[O-])ccc1Cl
-24.9	23.7	-0.9	COC(=O)/C(=C\C=C\c1ccccc1)NC(=O)c1ccccc1
-13.9	20.7	-0.6	Cc1cc(C)c2oc(C(=O)N(Cc3ccccc3)c3ccccn3)cc(=O)c2c1
-11.7	12.7	2.9	Cc1cc2n(c(=O)c1C#N)CCCN2c1cccc(Cl)c1
-20.7	2.4	1.0	CCOC(=O)c1ccc(-n2ccnc2)c(NC(=O)c2ccc(Cl)cc2)c1
-21.5	-0.9	-0.3	Cc1ccc2cc(CCNC(=O)c3ccc4c(c3)OCO4)c(=O)[nH]c2c1
-12.1	17.0	-1.3	COc1ccc(Cc2nnc(Nc3ccc(Cl)cc3)[nH]c2=O)cc1
-9.1	2.8	-0.8	O=C(NCCN1CCOCC1)C(=O)NCC1OCCCN1S(=O)(=O)c1cc(F)ccc1F (configuration not stated)
-9.2	8.6	0.9	Cc1cc(=O)n(CCc2ccccc2)c(O)c1C#N
-19.0	0.2	0.8	O=C1/C(=C/c2cccc(Br)c2)SC(=S)N1CCC(=O)N(CCO)c1ccccc1
-21.4	0.9	-1.4	Cc1cc(-c2nnc(SCC(=O)Nc3ccccc3)n2C)no1
-5.7	27.9	-1.4	O=C(CNc1cccc(S(=O)(=O)N2CCCC2)c1)Nc1cccc(Br)c1
9.8	23.6	-1.6	O=C(Nc1ccc(Cl)cc1)Nc1ccc(N2CCCC2)c(S(=O)(=O)Nc2ccccc2Cl)c1
-1.1	0.6	0.1	CCN(C(=O)COC(=O)c1ccc(C=O)cc1)c1c(N)n(Cc2ccccc2)c(=O)[nH]c1=O
-18.8	32.7	nt	CC(C)(C)c1ccccc1NC(=O)c1ccc(-n2cncn2)c([N+](=O)[O-])c1
-7.6	5.3	-0.1	CC(C)N(C(=S)NCc1ccccc1)C(C)C
-7.6	7.9	-1.6	Cc1ccc(N2CC(O)=C(c3ccccc3)C2=N)cc1
-13.5	10.8	-0.7	O=C(Cc1ccc(Cl)cc1)SCc1ccccc1
-25.5	31.2	-0.4	Cc1ccsc1C(C(=O)NC(C)(C)C)N(Cc1ccco1)C(=O)c1csnn1 (configuration not stated)
-16.4	9.9	0.2	CC(C)Cc1nc(SCC(=O)Nc2nnc(CC(C)C)s2)n[nH]1
-19.2	11.2	0.7	Cc1nnc(SCC(=O)Nn2cnnc2)s1
-16.3	-8.5	0.2	O=C(Nc1ccc(-c2cn3ccsc3n2)cc1)C1CC1
-8.6	6.4	-0.2	Nc1ccc(C(=O)c2cccs2)cn1
87.0*	80.5*	1.9	COc1cccc2sc3cc(C#CC4(O)CCCCC4)ccc3c(=O)c12

# Other structures.
OX1R antag-1	OX1R antag-2	STK33 kinase inh	SMILES
-10.2	26.8	8.1	COc1cc(O)cc2cc3c(c(O)c12)C(=O)CC(C)(O)O3 (configuration not stated)
-14.3	10.2	0.1	COc1ccc(N2CCN(C(=O)c3ccc(S(=O)(=O)N4CCCC4)cc3)CC2)cc1
5.9	18.0	-1.1	NC(=O)C1CCN(C(=O)c2ccccc2SCC(=O)NCC2CCCCC2)CC1
-16.3	12.8	-0.5	Cc1cc(=O)[nH]c2ccccc12
-11.8	5.0	0.5	NC(=O)c1cccc(CS(=O)(=O)c2ccc(Cl)cc2)c1
-17.1	13.3	-0.9	CCOc1c(Cl)cc(CNCc2ccncc2)cc1OC
1.1	14.6	-0.9	O=[N+]([O-])c1ccccc1/C=N/n1c(C2CCCCC2)n[nH]c1=S
34.4	84.3*	1.0	Cc1ccc2cc(C)c3nnc(SCC(=O)Nc4nc5c(s4)CCCC5)n3c2c1C
-25.5	4.8	nt	Cc1cccc(Cc2c(C)nc3c(C(=O)N4CCN(Cc5ccc6c(c5)OCO6)CC4)cnn3c2C)c1
-30.1	9.7	-1.3	CC1Cc2ccccc2N1C(=O)NC1CC(=O)N(c2ccc3c(c2)OCCO3)C1 (configuration not stated)
-20.7	16.6	-1.4	CCC(C)NCCOCCOc1cc(C)c(Cl)c(C)c1 (configuration not stated)
-13.2	2.4	-1.8	O=C(O)CCCCCNC(=O)OCC1c2ccccc2-c2ccccc21
8.2	13.3	5.9	N#CC(C#N)=C(N)/C(C#N)=C/c1cc(O)c(O)c(O)c1
-13.7	9.8	0.7	O=c1c2cnn(-c3ccccc3)c2ncn1Cc1cccnc1
-19.9	9.7	-0.3	CCOC(=O)c1cncc(O)c1
-18.4	11.8	-1.2	C=CCNC(=O)c1onc(CSc2ccc(Cl)cc2)c1C(=O)NCC=C
-13.1	11.8	0.3	Cn1c(=O)c2c(ncn2CC(=O)Nc2nc(-c3ccc(F)c(F)c3)cs2)n(C)c1=O
8.9	27.5	-0.7	O=C(CSC1=NS(=O)(=O)c2cc(F)ccc2N1)NCc1ccccc1
-10.4	12.1	-1.2	Clc1ccccc1/C=N/N1CCN(Cc2ccccc2)CC1
-8.7	1.6	-0.3	Cc1ccc(C(=O)N/N=C\C2CC=CCC2)cc1[N+](=O)[O-] (configuration not stated)
-17.7	13.5	-1.5	COCC(=O)N(CCc1ccccc1)Cc1cc2cc(C)ccc2nc1Cl
-30.0	16.5	-2.2	O=c1[nH][nH]cc1C=Nc1ccc(Cl)cc1
-32.5	11.0	0.7	COc1cc(OC)cc(-c2c(-c3ccc(F)cc3)c3cc(-c4ccc(OC)nc4)ccc3n2C)c1
-24.7	11.4	-5.4	Cn1c(SCC(=O)N2CCCCCC2)nc2c([nH]c3ccccc32)c1=O
-8.8	22.6	-0.8	CCC(=O)Nc1nnc(CSCc2ccc(F)cc2)s1

# Retrieved one by one from the list above (two):
OX1R antag-1	OX1R antag-2	STK33 kinase inh	SMILES
-7.4	9.3	-0.8	CC1CCC(NC(=O)CN2C(=O)NC(C)(C)C2=O)CC1 (configuration not stated)
87.0*	80.5*	1.9	COc1cccc2sc3cc(C#CC4(O)CCCCC4)ccc3c(=O)c12

# The listing picks up; the 2 compounds before the break are reprinted first.
OX1R antag-1	OX1R antag-2	STK33 kinase inh	SMILES
-24.7	11.4	-5.4	Cn1c(SCC(=O)N2CCCCCC2)nc2c([nH]c3ccccc32)c1=O
-8.8	22.6	-0.8	CCC(=O)Nc1nnc(CSCc2ccc(F)cc2)s1
-32.1	11.0	1.4	O=C(NNS(=O)(=O)c1ccccc1)c1cnn(-c2ccccc2)c1-n1cccc1
-16.5	-2.1	-0.5	Cc1ccc(C(=O)NCCONC(=O)c2ccc(C)cc2)cc1
-9.7	5.0	-2.5	CN(C)CCCC1(O)c2ccccc2C=Cc2ccccc21
-14.1	7.0	-0.7	C[C@H]1COC(=O)CC/C=C\C[C@H](CC(=O)N(CCO)Cc2ccccc2)C(=O)N1
-4.0	-3.4	-0.9	CCc1c(C2(O)CCCCC2)[nH]c2cnccc12
-22.5	4.6	-0.1	CCOc1cc2c3c(c1)C1(C(=O)N3C(C)(C)C=C2C)C(C#N)=C(N)Oc2cc(O)ccc21 (configuration not stated)
-5.5	-3.7	-3.2	CC(C)(C)NC(=O)c1ccncc1
2.8	15.3	0.4	Cc1ccc(-n2nc3c(c2NC(=O)C(C)C)CS(=O)(=O)C3)c(C)c1
-11.8	23.0	-0.2	Cc1cc(Br)ccc1OCCN1CC(C)OC(C)C1 (configuration not stated)
4.8	8.1	-2.0	CCc1cccc(C)c1NC(=O)COC(=O)CNS(=O)(=O)/C=C/c1ccccc1
-15.4	28.1	-1.2	CCOc1ccc2oc(-c3ccccc3)c(C(=O)O)c2c1
-2.7	16.4	0.3	O=C(NCC(=O)N(c1ccccc1F)C(C(=O)NC1CCCC1)c1cccnc1)c1ccco1 (configuration not stated)
-3.5	5.4	-0.7	COc1ccc(-c2cc(C(=O)NCCCn3ccnc3)no2)cc1OC
-6.9	16.0	-1.7	O=C(COc1ccc2cc(-c3ccccc3)c(=O)oc2c1)NCC1CCC(C(=O)O)CC1 (configuration not stated)
-24.9	13.5	-0.3	O=S(=O)(c1cc(-c2nnc(-c3ccc(Br)cc3)o2)ccc1Br)N1CCCCCC1
-41.7	1.5	0.4	COc1ccc(N2CCN(c3nc4cc(C)ccc4cc3C=O)CC2)cc1
-21.9	9.4	-0.2	Nc1ccc(-c2nc3cc([N+](=O)[O-])ccc3o2)cc1
-13.8	68.2	-1.7	Cn1c(=O)nc2n(Cc3ccccc3)c3ccccc3cc-2c1=O
-10.6	19.8	-1.1	COc1ccc(C(C(=O)NC2CCCC2)N(C(=O)c2ccco2)c2cc3c(cc2C(C)=O)OCO3)cc1OC (configuration not stated)
-3.2	28.9	0.2	CCN(CC)CCN1C(=O)c2cccc3cc(N)cc(c23)C1=O
-24.8	7.8	-1.7	NNC(=S)Nc1ccc(S(=O)(=O)N2CCOCC2)cc1
-19.0	0.9	-0.8	Cc1nn(C)c(C)c1S(=O)(=O)N1CCCC(C(=O)N2CCN(c3ccccc3)CC2)C1 (configuration not stated)
3.3	14.5	-0.1	COc1ccc(/C=C2/C(=O)ON=C2c2ccccc2)cc1OC
-10.8	38.1	-0.6	OCCN1C2=NCCCN2c2ccccc21
-2.1	7.6	-0.5	COc1ccccc1S(=O)(=O)Cc1ccc(C(=O)N2CCOCC2)o1
-3.7	1.7	0.7	Cc1noc(NC(=O)c2cccc(Cl)c2Cl)c1C#N
-31.6	3.7	0.3	C[C@H](NC(=O)c1nc[nH]c1C(=O)NCc1ccc(CNC(=O)OC(C)(C)C)cc1)C(=O)OC(C)(C)C
-30.0	7.1	-0.1	CCc1nc2ccccc2c(=O)n1NC(=O)c1c(O)c2cccc3c2n(c1=O)CCC3
1.6	8.7	-1.6	O=C(CCc1ccccc1)NNC(=O)c1ccccc1F
1.6	10.1	-1.5	Cc1nc(SCC(=O)NC2CCCCC2)[nH]c(=O)c1C
-8.8	9.6	-1.0	c1cncc(CNC2CCCc3ccccc32)c1 (configuration not stated)

# Structural class: the entries above containing bromine.
OX1R antag-1	OX1R antag-2	STK33 kinase inh	SMILES
-19.0	0.2	0.8	O=C1/C(=C/c2cccc(Br)c2)SC(=S)N1CCC(=O)N(CCO)c1ccccc1
-5.7	27.9	-1.4	O=C(CNc1cccc(S(=O)(=O)N2CCCC2)c1)Nc1cccc(Br)c1
-11.8	23.0	-0.2	Cc1cc(Br)ccc1OCCN1CC(C)OC(C)C1 (configuration not stated)
-24.9	13.5	-0.3	O=S(=O)(c1cc(-c2nnc(-c3ccc(Br)cc3)o2)ccc1Br)N1CCCCCC1
